# Source: PubChem BioAssay
# KCNH2 3.1 inh: qHTS for Inhibitors of KCHN2 3.1: Mutant qHTS | Potassium voltage-gated channel subfamily H member 2, brain isoform KCNH2 3.1 (human) | U2OS KCNH2 3.1, thallium flux FluxOr; active compounds read low | activity change, % (tested at about 1.8 µM) | hit rate 0.95% among 340,000 | AID 720553, 2013;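 active = maximum activity change below -70%; inconclusive = maximum activity change from -70% to -50%; inactive = maximum activity change above -50%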;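 also: thallium influx rate constant from kinetic fluorescence after stimulation buffer; % is scaled to controls: 0 for no effect and ±100 for the full control effect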
#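 Thallium flux read-out: FluxOr dye with Red40 quencher in HBSS/HEPES, 45 min at RT. Rate constants from kinetic reads were normalized to positive and negative DMSO controls. Cells: U2OS virally expressing the 3.1 isoform.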
# B2AR arrestin: qHTS assay of beta-arrestin-biased ligands of beta2-adrenergic receptor. Beta-2 adrenergic receptor (Homo sapiens), P07550. beta-arrestin recruitment to beta2AR, cell-based reporter. Potency, µM (top dose mostly 46.1 µM), without a hit: top-dose activation, hits mostly activators. hit rate 0.02% among 330,000;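 also: potency is read from the fitted curve at half-maximal effect; 0% = DMSO controls and full agonism = EC100 isoproterenol or metaproterenol; nearly all actives have a fitted effect of over 65% in size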
# KCNH2 WT inh: qHTS for Inhibitors of KCHN2 3.1: Wildtype qHTS; U2OS, BacMam KCNH2, thallium flux FluxOr; active compounds read low; activity change, % at 1.84 µM; hit rate 0.37% among 340,000;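 active = maximum activity change below -70%; inconclusive = maximum activity change between -70% and -50%; inactive = maximum activity change above -50%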; also: % is scaled to controls: 0 for no effect and ±100 for the full control effect
#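 U2OS cells were transduced with wild-type KCNH2 virus (2.03 x 10^8 / mL) for 4 h at room temperature, then cultured overnight at 37 C. Thallium flux was read with FluxOr dye. Rate constants were normalized to DMSO controls.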
# FBPA coupling cs: qHTS Assay for Inhibitors of Fructose-1,6-bisphosphate Aldolase from Giardia Lamblia: Coupling assay counterscreen; hit rate 0.67% among 290,000; coupling enzyme system counterscreen, AmpLite Red fluorescence; activity change, negative = inhibition, % at 58.2 µM, hits read low; AID 2472, 2010; in the data active = activity change below about -30%; also: % is scaled to controls: 0 for no effect and ±100 for the full control effect
#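 Activity here indicates interference with the coupling reaction, not aldolase inhibition. Compounds at 57.5 uM final met coupling enzymes for 10 min at RT; substrate and AmpLite Red detection followed, with a 525/598 nm fluorescence read after 20 min.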
# USP2a block: qHTS Assay for Inhibitors of Ubiquitin-specific Protease USP2a Using CHOP2 as the Reporter; Ubiquitin carboxyl-terminal hydrolase 2 (Homo sapiens), O75604; USP2 core, Ub-CHOP2 coupled fluorogenic reporter, 485/531; Potency, µM (titrated, usually from 38.3 µM), without a hit: top-dose activity change, negative = inhibition, most hits filed as inhibitors; hit rate 0.01% among 330,000;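 also: potency is read from the fitted curve at half-maximal effect; plate controls were DMSO wells for no effect and full inhibition by NEM control for full effect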
#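 Cell-free coupled assay: 10nM USP2 core preincubated 30min RT with compound in Tris-HCl pH 8.0/CaCl2/CHAPS buffer, then 25nM Ub-CHOP2 and 25nM reporter substrate; fluorescence (Ex 485/Em 531) read after 60min RT, normalized to NEM inhibition, concentration-response curves fitted.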
# MLL CXXC-DNA inh: qHTS Fluorescence Polarization Assay for Inhibitors of MLL CXXC domain - DNA interaction | Histone-lysine N-methyltransferase 2A (Homo sapiens), Q03164 | MLL-CXXC / FITC-HOXA9 DNA fluorescence polarization | Potency, µM (highest dose often 115 µM), for the others: at the highest dose activity change, negative = inhibition, usual class: inhibitors | hit rate 0.037% among 290,000; active = well fitted inhibition curve with a large enough effect in the polarisation, with a control signal flat, not every such curve was filed as active; inconclusive = small, poorly fitted or top-dose-only effect, or effect the other way, or a change in a side signal; inactive = no such curve, though single readings can be large or run the other way; the % refers to the polarisation; also: potency is read from the fitted curve at half-maximal effect
#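 Steps: dispense CXXC domain solution (7 uM) → pin compounds or unlabeled HOX-A9 DNA control → 5 min ambient → add FLSN-HOX-A9 solution (50 nM) → spin → 30 min ambient → fluorescence polarization. Tris pH 7.5/NaCl/DTT/BSA buffer.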
# GALK inhibitor: qHTS Assay for Inhibitors of Human Galactokinase (GALK); Potency, µM (titrated, usually from 57.5 µM), for inactives: at the top dose activity change, negative = inhibition, usual class: inhibitors; AID 1868, 2009; hit rate 0.007% among 270,000; Purified GALK, Kinase-Glo residual ATP luminescence; also: potency is read from the fitted curve at half-maximal effect; % is scaled to controls: 0 for no effect and ±100 for the full control effect
#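 Human GALK (5 nM) with 35 uM ATP and 100 uM galactose in 20 mM HEPES pH 8.0, 5 mM MgCl2, 60 mM NaCl, 1 mM DTT, 0.01% BSA. After 1 h at room temperature, leftover ATP was read by Kinase-Glo Plus luminescence.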
# PKM2 act: qHTS Assay for Activators of Human Muscle isoform 2 Pyruvate Kinase; Potency, µM (top dose mostly 57.5 µM), without a hit: at the top dose activation, usual class: activators; purified PKM2, Kinase-Glo ATP luminescence, activation; response scale: 0% is enzyme alone, no compound; Pyruvate kinase PKM (Homo sapiens), P14618; hit rate 0.34% among 260,000; also: potency is read from the fitted curve at half-maximal effect; % is scaled to controls: 0 for no effect and ±100 for the full control effect; nearly all actives have a fitted effect of over 55% in size
#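 ATP formation by purified human PK-M2, quantified via coupled luciferase luminescence after 1 h at room temperature with 0.1 mM ADP and 0.5 mM PEP final.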
# Giardia killer: Small Molecules that selectively kill Giardia lamblia: qHTS; Giardia lamblia trophozoite viability; activity change, % at 7.66 µM, hits read low; hit rate 0.15% among 340,000; AID 540267, 2011; in the data active = activity change below about -80%; inconclusive = between about -30% and that limit;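 also: parasites exposed to compound for two days anaerobically before the ATP read; % is scaled to controls: 0 for no effect and ±100 for the full control effect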
#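 Trophozoites 100 cells/well + cpd; 48 hrs, 37 deg C, anaerobic. ATPLite 1-Step added, 15-30 min RT, luminescence read (ATP-based viability).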
# Menin-MLL TR inh: qHTS Assay for Inhibitors Targeting the Menin-MLL Interaction in MLL Related Leukemias: Competition With Texas Red Labeled MLL-derived Mutant Peptide. Potency, µM (titrated, usually from 61.6 µM), for inactives: top-dose FP activity change, negative = inhibition, most hits filed as inhibitors. hit rate 0.23% among 270,000. AID 1768, 2009. Menin + Texas Red MLL mutant peptide, fluorescence polarization; active = well fitted inhibition curve with a large enough effect in the polarisation, with a control signal flat, not every such curve was filed as active; inconclusive = small, poorly fitted or top-dose-only effect, or effect the other way, or a change in a side signal; inactive = no such curve, though single readings can be large or run the other way; the % refers to the polarisation; also: potency is read from the fitted curve at half-maximal effect; % of control where 0% means no effect; many of its hits are not listed in these tables
# TRPV1 agonist: HTS Assay for Compounds that Act as Agonists of the Vanilloid Receptor 1; activation, % at 8.33 µM; TRPV1-expressing cells, Fluo-8 calcium influx, agonist mode; hit rate 0.19% among 320,000; in the data active = activation above about 80%; inconclusive = between about 30% and that limit; also: 0% is about no effect
#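 TRPV1-expressing cells were cultured overnight at 35.5C and loaded with Fluo-8 calcium dye for 40 to 90 min at room temperature. After a 10 s baseline, compound was added and calcium influx was read kinetically for 3 min (ex 480/em 520 nm).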
# * hit, by the source's call; u = inconclusive; x = no result given; & = joins results of further samples; [ ] = remark or other dose. Unless noted, calls follow the shape of the dose curve; as a rule, active = well fitted curve in the direction sought with a large enough effect; inconclusive = small, poorly fitted or top-dose-only effect, or another doubt; inactive = no such curve, though single readings can be large; an effect the other way counts as inactive or inconclusive. A portion of the library (hit frequency here may not be typical).
SMILES,KCNH2 3.1 inh,B2AR arrestin,KCNH2 WT inh,FBPA coupling cs,USP2a block,MLL CXXC-DNA inh,GALK inhibitor,PKM2 act,Giardia killer,Menin-MLL TR inh,TRPV1 agonist
C=CCOC1=CS(=O)(=O)N(Cc2ccc(Br)cc2)c2ccc(Br)cc21,-15,-0.5%,5,x,-1%,x,x,x,-21,x,x
NS(=O)(=O)c1cc(Cl)c(NC(=O)COC(=O)c2ccccn2)c(Cl)c1,-4,0.0%,-2,x,2%,x,x,x,-1,x,-1
Cc1ccc(-c2nnc(Nc3ccc(C(=O)N(C)C)cc3)c3ccccc23)cc1S(=O)(=O)NCC1CCCO1 (stereo not given),8,0.2%,1,1,3%,u,-1%,5%,0,4%,-8
O=C(C1CC2C=CC1C2)N1CCN(c2ccccc2)CC1 (stereo not given),-2,-1.9%,-14,0,8%,10%,-1%,-12%,4,-12%,21
CC(C)C(NC(=O)c1ccccc1)C(=O)NCC(c1ccccc1)N(C)C (stereo not given),-15,-0.1%,2,-2,1%,-1%,6%,-7%,15,0%,2
Cn1nnnc1NC(=O)c1ccccc1Cl,-3,-0.8%,-25,3,1%,1%,-2%,1%,-15,9%,-3
O=[N+]([O-])c1ccc(OCCN2CCNCC2)cc1,-74*,0.2%,-38,5,-1%,-5%,5%,-2%,8,-28%,4
CC1(C)CC(n2c(=S)[nH]c3ccccc3c2=O)CCO1 (stereo not given),x,-0.2%,1,0,-1%,4%,1%,3%,8,7%,7
COC(=O)CSc1nc(-c2ccc(C)cc2)c2c(c1C#N)CCCC2,-73*,0.1%,2,4,0%,4%,-2%,0%,28,-16%,15
Cc1cccc(N2CCN(C(=O)c3ccc4nccnc4c3)CC2C)c1 (stereo not given),1,-0.1%,1,x,3%,x,x,x,-4,x,x
Cc1ccccc1C(=O)Nc1nnc(SCC(=O)NCc2ccco2)s1,-6,-0.1%,6,x,1%,34%[activator],-6%,-1%,u,x,-1
CN(C)C(=S)Nc1ccc(S(=O)(=O)N2CCCCC2)cc1,6,-0.9%,1,0,4%,-2%,2%,3%,-9,x,4
O=c1[nH]c(CN2CCN(c3ccccc3)CC2)nc2ccccc12,20,-1.6%,-1,1,2%,17%,0%,-9%,36[activator],9%,-2
CCCC[C@@H]1CNC(=S)N1CC1CCCCC1,5,0.5%,-6,4,-4%,1%,-2%,-1%,8,x,22
NS(=O)(=O)c1ccccc1,3,-0.3%,17,-3,0%,-2%,-2%,-3%,2,x,0
CSc1nc(C)c2cc(C)oc2n1,-12,0.1%,38,-1,1%,-1%,-5%,-32%,-1,-22%,2
CCOC(=O)CC(NC(=O)c1cccs1)c1ccc(OCC)cc1 (stereo not given),3,4.7%,-2,3,3%,7%,0%,-1%,-1,0%,25
OCCC1CN(Cc2cccn2-c2cccnc2)CCN1C1CCCCC1 (stereo not given),0,-1.2%,-3,-6,4%,-3%,2%,-4%,-9,3%,3
O=C(Cn1cnnn1)Nc1ccccc1Cc1ccccc1,-7,-0.8%,2,0,-1%,-16%,-4%,-2%,6,12%,2
COc1cc(-c2cccs2)cc(=O)c2c(C)oc(C)c12,-10,-0.2%,4,-8,4%,51%[activator],-1%,2%,-10,1%,9
CCCCCCCCCC(=O)N/N=C(\C)c1cccnc1,-7,-0.9%,13,4,-4%,23%,2%,20%,15,1%,u
Cc1ccc(S(=O)(=O)Nc2ccc(C(=O)NCCCN3CCOCC3)cc2)cc1[N+](=O)[O-],0,0.2%,-11,x,1%,x,x,x,33[activator],x,-3
CCc1ccccc1NC(=O)NNC(=O)c1ccc2ccccc2c1O,6,8.2%,-6,6,-2%,u,-1%,-1%,3,u,-2
CC(=O)OC1OCCOC1NC(=S)NCc1ccco1 (stereo not given),-2,-0.7%,-5,-3,1%,-2%,2%,-1%,-2,1%,0
CCOC(=O)N1CCN(C(=O)C(=O)NNC(=O)COc2ccc(Cl)c(C)c2)CC1,5,-0.4%,-1,5,1%,-3%,0%,-3%,13,8%,2
# Next records follow:
SMILES,KCNH2 3.1 inh,B2AR arrestin,KCNH2 WT inh,FBPA coupling cs,USP2a block,MLL CXXC-DNA inh,GALK inhibitor,PKM2 act,Giardia killer,Menin-MLL TR inh,TRPV1 agonist
Cn1c(=O)c2c(nc(SCC(=O)OCc3ccccc3)n2C)n(C)c1=O,4,-0.2%,-3,0,0%,3%,9%,1%,16,7%,-1
O=S(Cc1ccccc1)CC(O)(c1ccc(Cl)cc1)c1ccc(Cl)cc1 (stereo not given),-15,-0.5%,-8,2,-6%,-7%,-1%,1%,5,11%,u
O=C(CN1CCN(c2ccccn2)CC1)Nc1ccccc1C(=O)Nc1ccccc1,13,-0.4%,16,x,2%,x,x,x,-5,x,u
CC(C)NS(=O)(=O)c1cc(C(=O)O)ccc1Cl,1,0.0%,8,-1,0%,2%,x,-5%,1,2%,-2
COc1cc2c(cc1NC(=O)CN1CCN(S(=O)(=O)c3ccc(F)cc3)CC1)oc1ccccc12,-12,0.0%,1,0,3%,22%,0%,11%,-8,15%,0
CC(=O)c1sc(NC(=O)CCCOc2ccccc2C)nc1C,-2,-0.8%,-11,-1,0%,0%,4%,-3%,1,15%,0
CCn1ccnc1C(O)c1ccccc1OC (stereo not given),4,0.3%,-25,0,3%,2%,0%,0%,10&0,-1%,-3
Cc1ccc(S(=O)(=O)Nc2nnc(CC(C)(C)C)s2)cc1,-13,-0.2%,-11,6,2%,14%,-4%,0%,-18,10%,2
CCOc1ccccc1C(=O)Nc1ccc2nc3n(c(=O)c2c1)CCCCC3,-4,-1.0%,-7,x,3%,-2%,0%,x,3,x,6
Cc1ccccc1-n1nc(-c2cccnc2)cc1C(=O)NN,-7,0.1%,6,-1,-1%,0%,8%,-8%,11,-11%,25
CC(Sc1nnc(CC(=O)Nc2ccccc2F)n1C)C(=O)Nc1nccs1 (stereo not given),10,-0.1%,1,0,2%,-4%,1%,1%,-3,-18%,-1
Cc1cc(NC(=O)CC(C)C)c(=O)n(Cc2c(F)cccc2Cl)c1,-7,-0.4%,-17,-1,0%,-11%,0%,0%,-3,-4%,24
CCN(CC)C(=S)SCc1csc(CC(=O)Nc2ccccc2C)n1,-9,1.8%,-7,0,3%,22%,-3%,1%,6,12%,13
Cc1ccccc1NC(=O)c1nc(S(C)(=O)=O)ncc1Cl,0,-0.4%,-9,-1,1%,-4%,-4%,1%[11.5 µM],-3,16%,-4
CCCC(=O)Nc1sc2c(c1C(=O)Nc1ccccn1)CCCC2,9,-0.6%,-8,1,10%,-12%,-2%,-20%,6,-10%,u
COc1ccc(/C=N/NC(=O)CCCOc2ccc(Cl)cc2Cl)cc1[N+](=O)[O-],-19,-0.5%,4,-1,1%,-2%,-1%,11%,-6,u,-4
Cc1cccc(C(=O)OCC(=O)c2ccc(CC(=O)N3CCOCC3)s2)c1C,-6,-0.8%,-2,x,-4%,x,x,x,-3,x,10
C#CCOCCOCCOCCNc1nc(N2CCN(C(=O)CCCCCCCCCCNC(=O)[C@@H](CCC(=O)O)n3cc(CCCCCN)nn3)CC2)nc(N2CCN(C(=O)CCCCCCCCCCNC(=O)[C@H]([C@@H](C)CC)n3cc(CCCCCN)nn3)CC2)n1,4,-0.1%,25,x,u,x,x,x,-19,x,0
C#CCOCCOCCOCCNc1nc(N2CCN(C(=O)CCCCCCCCCCNC(=O)[C@H](CCCCN)n3cc(C[C@@H](C)CC)nn3)CC2)nc(N2CCN(C(=O)CCCCCCCCCCNC(=O)[C@@H]([C@H](C)O)n3cc(C)nn3)CC2)n1,18,-0.6%,-1,x,-20%,x,x,x,-20,x,-5
COc1ccc(-c2noc(CNS(=O)(=O)c3ccc(NC(C)=O)cc3)n2)cc1OC,-1,-0.2%,3,x,1%,4%,2%,x,-4,x,2
O=[N+]([O-])c1cccc(S(=O)(=O)[N-]c2nc3ccccc3nc2-n2cc[n+](Cc3ccccc3)c2)c1,-4,-0.9%,-2,-1,-1%,-12%,5%,7%,5,x,3
CCOCCCNC(=O)CN1C(=O)CSc2cc(S(=O)(=O)N3CCCCCC3)ccc21,-12,0.0%,-4,5,-4%,-1%,-1%,2%,9,-2%,-1
